Source: PubChem BioAssay
M. tuberculosis: growth inhibition of non-replicating M. tuberculosis (AID 488890); Mycobacterium tuberculosis non-replicating, growth inhibition; higher % means a stronger effect; actives 0.39% (n = 320,000); inhibition, % at 25 µM, or IC50 in µM where a hit was titrated; in the data active = a potency from the dose series; inconclusive = inhibition mostly from about 82% at the one dose, without a potency; inactive = the rest, 99 in 100 with inhibition below about 76%;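 also: plate controls were DMSO cells for no effect and high antibiotic wells for full effect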
inhibitors of VEEV: inhibitors of VEEV TC-83 cytopathic effect, confirmation, Vero cells (AID 588727); Vero cells, VEEV TC-83 cytopathic effect inhibition; higher % means a stronger effect; inhibition, % at 20 µM; hits with a dose series show IC50 in µM; actives 0.13% (n = 350,000); in the data active = a potency from the dose series; inconclusive = inhibition mostly from about 14% at the one dose, without a potency; inactive = the rest, 99 in 100 with inhibition below about 12%; also: strong numbers were not always called active
influenza NS1A: NS1A inhibition, H1N1 influenza, cell based functional assay (AID 504329); actives 0.3% (n = 340,000); inhibition, % at 12.5 µM, or IC50 in µM where a hit was titrated; NS1A functional cell-based assay, percent inhibition; higher % means a stronger effect; in the data active = a potency from the dose series; inconclusive = inhibition above about 27% without an active follow-up result; also: strong numbers were not always called active
H37Rv inhibition: M. tuberculosis growth inhibition, HTS (AID 449762); M. tuberculosis H37Rv growth inhibition, 7H9 media; higher % means a stronger effect; inhibition, % at 25 µM, or IC50 in µM where a hit was titrated; actives 0.59% (n = 330,000); in the data active = a potency from the dose series; inconclusive = inhibition above about 70% without an active follow-up result;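 also: bacterial growth assessed after seven days of incubation; strong numbers were not always called active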
PhoP GFP inhibition: PhoP regulon inhibitors, Salmonella typhi PhoP promoter GFP reporter, confirmatory (AID 1850); actives 0.33% (n = 310,000); one-dose inhibition, % at 50 µM; IC50 in µM for titrated hits; Salmonella Typhi PhoP-promoter GFP reporter, fluorescence, 4 h; higher % means a stronger effect; in the data active = a potency from the dose series; inconclusive = inhibition mostly from about 25% at the one dose, without a potency; inactive = the rest, 99 in 100 with inhibition below about 19%;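 also: 0% = induced wells with vehicle and 100% = uninduced wells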
inhibitors of VEEV 10K pilot screen: recorded beside inhibitors of VEEV, whose call it bears; inhibition, %; measured here: 10K pilot screen inhibition
Active calls of the source: *; i = inactive; ? = inconclusive; . = no result given; & = joins results of further samples.

SMILES | M. tuberculosis | inhibitors of VEEV | influenza NS1A | H37Rv inhibition | PhoP GFP inhibition | others
CCc1cccc(NC(=O)NC(=O)Cn2nnc(C(=O)OC)c2C(=O)OC)c1 | -3% | i | 7% | 0% | 5%
CCN=C(NCC)SC1CC(=O)N(c2cccc(OCC)c2)C1=O (centres undefined) | -1% | 13% | 2% | 3% | -2%
O=C(NCc1ccccc1Cl)C1CCC(=O)N(CCCN2CCCC2=O)C1 (centres undefined) | -11% | i | -2% | -17% | -12%
CCCCSc1n[nH]c(N)n1 | 4% | 0.5% | 12% | -1% | 1%
CCN(C(C)=O)c1cnc(C=NNC(N)=S)c2ccccc12 | . | 4.5% | 6.7µM* | . | .
CC1=NN(C(=O)Cc2ccccc2)C(O)(c2ccccc2)C1 (centres undefined) | . | 0.8% | 5% | -2% | -11%
CN(C)CCCNC(=O)C(=O)NCC(c1cccs1)S(=O)(=O)c1ccc(F)cc1 (centres undefined) | -4% | 0.2% | 1% | 2% | 8%
COc1ccc(N(CC(=O)Nc2ccc(F)c(Cl)c2)S(=O)(=O)c2c(C)noc2C)cc1 | 19% | 4.4% | -2% | -1% | -10%
CCOC(=O)c1c(C)c(C(=O)NCCCOC)c(C)n1C | 2% | 1.4% | -7% | 6% | 4%
O=C(NNc1ccccc1Cl)C(O)(c1cccc(C(F)(F)F)c1)c1cccc(C(F)(F)F)c1 | 9% | 1.2% | -12% | -7% | -5%
Cc1ccccc1OCC(=O)NNC(=O)CN1C(=O)c2ccccc2C1=O | -19% | 1.4% | -10% | 3% | -4%
Cc1oc(-c2ccccc2)cc1C(=O)Nc1cccc2ccccc12 | 22% | 6.7% | 8% | 45% | -6%
CCOc1ccc2ccccc2c1/C=N/NC(=O)CNC(=O)c1ccccc1O | 8% | 3.1% | -6% | 3% | 3%
O=C(COC(=O)c1cnccn1)c1ccc2c(c1)CCCC2 | 2% | 0.7% | -1% | -11% | 4%
O=C(CCCN1C(=O)c2ccccc2C1=O)Nc1cccnc1 | -5% | 0.3% | -6% | -2% | 3%
CC(NC(=O)COC(=O)c1ccc(CO)cc1)C1CC2CCC1C2 (centres undefined) | -15% | 4.2% | -3% | 6% | .
COc1cccc(NC(=O)NCCN2CCCCC2)c1 | -13% | 0.4% | -11% | 2% | -6%
O=C(CSc1ncnc2sc3c(c12)CCC3)NCC1CCCO1 (centres undefined) | 64% | 5.1% | -9% | -5% | -9%
Cc1ccc(S(=O)(=O)N2CCN(C(=O)COC(=O)COc3ccc(Cl)cc3C)CC2)c(C)c1 | . | 1.9% | -7% | . | .
CCC(C)NC(=O)c1ccccc1SC (centres undefined) | 2% | 0.4% | -16% | 8% | 9%
CCCOc1cccc(C(=O)NC(=S)Nc2cccc(NC(=O)c3ccccc3Cl)c2)c1 | -1% | 11% | 4% | 2% | -8%
CC(OC(=O)Cc1coc2cc3c(cc12)CCC3)C(=O)NCc1ccc2c(c1)OCO2 (centres undefined) | -32% | 1.9% | 0% | 12% | 30%
CCOC(=O)c1ccc(NC(=O)c2nc[nH]c2C(=O)N[C@H](C)c2ccccc2)cc1 | 0% | 1.1% | 12% | 67% | -30%
Cc1ccc(NC(=O)COc2cccc(-n3cnnn3)c2)cc1[N+](=O)[O-] | 6% | 0.9% | -4% | -3% | 4%
O=[N+]([O-])c1cc(S(=O)(=O)C(F)(F)F)ccc1Sc1nc2ccccc2[nH]1 | ? | i | 0% | 69% | 13%
CC1=CC(C2CC(=O)N(c3ccc(C)cc3)C2=O)CC2C(=O)N(c3ccc(C)cc3)C(=O)C12 (centres undefined) | 10% | 1.2% | -8% | 1% | -7%
Cc1ccccc1-n1c(SCC(=O)Nc2cccc3ccccc23)nc(O)cc1=O | 15% | 0.8% | 1% | 13% | -10%
O=C(NCCc1ccccc1)/C(=C/c1ccco1)c1ccccc1 | 8% | 8.6% | 2% | -8% | -3%
COC(=O)c1ccc(Cl)c(NC(=O)c2cccc([N+](=O)[O-])c2C)c1 | 16% | 0.5% | -1% | 10% | 8%
O=C(Nc1ccccc1)c1ccccc1NC(=O)c1ccccc1C(=O)O | 1% | 3.1% | . | 2% | -3%
CCOC(=O)c1sc(NC(=O)CCN2C(=O)c3cccc([N+](=O)[O-])c3C2=O)c(C(=O)OCC)c1C | 11% | 2.5% | 14% | -4% | -2%
C/C=C/C=C\C(=O)Nc1cccc(C2=NOC3(C2)C[C@@H](C(N)=O)N(C(=O)/C(C)=C/C)C3)c1 (some centres undefined) | -4% | 0.2% | 7% | -3% | 10%
CCOc1ccc(CNC(=O)CCc2cn(C)c3ccccc23)cc1 | 10% | 1.2% | -2% | 7% | -6%
Cc1ccc(C(=O)NNC(=O)COC(=O)COc2ccccc2C#N)cc1 | 9% | 0.8% | -8% | -12% | .
COc1cc(C(C)=O)ccc1OCc1cc(C(=O)N2CCSCC2)no1 | -4% | 2.1% | -12% | -3% | -6%
Cc1cc(=O)[nH]c(SCC(=O)N(CCC#N)c2ccccc2)c1C#N | -1% | 1.2% | -7% | -2% | 1%

Reprinted from the part before: 7 compounds, then new ones.
SMILES | M. tuberculosis | inhibitors of VEEV | influenza NS1A | H37Rv inhibition | PhoP GFP inhibition | others
O=C(Nc1ccccc1)c1ccccc1NC(=O)c1ccccc1C(=O)O | 1% | 3.1% | . | 2% | -3%
CCOC(=O)c1sc(NC(=O)CCN2C(=O)c3cccc([N+](=O)[O-])c3C2=O)c(C(=O)OCC)c1C | 11% | 2.5% | 14% | -4% | -2%
C/C=C/C=C\C(=O)Nc1cccc(C2=NOC3(C2)C[C@@H](C(N)=O)N(C(=O)/C(C)=C/C)C3)c1 (some centres undefined) | -4% | 0.2% | 7% | -3% | 10%
CCOc1ccc(CNC(=O)CCc2cn(C)c3ccccc23)cc1 | 10% | 1.2% | -2% | 7% | -6%
Cc1ccc(C(=O)NNC(=O)COC(=O)COc2ccccc2C#N)cc1 | 9% | 0.8% | -8% | -12% | .
COc1cc(C(C)=O)ccc1OCc1cc(C(=O)N2CCSCC2)no1 | -4% | 2.1% | -12% | -3% | -6%
Cc1cc(=O)[nH]c(SCC(=O)N(CCC#N)c2ccccc2)c1C#N | -1% | 1.2% | -7% | -2% | 1%
C=CCN1C(=O)c2ccc(C(=O)N(C)CC(=O)Nc3ccccc3Br)cc2C1=O | -6% | 1.2% | -2% | -12% | -3%
FC(F)(F)c1cccc(N2CCN(C(=S)NCC3CCCO3)CC2)c1 (centres undefined) | 5% | i | 0% | 4% | -1%
CCN(CC)S(=O)(=O)c1ccc2c3c(cccc13)C(=O)N2 | . | 2.0% | -8% | 2% | -42%
Cc1ccc(N(CC(=O)O)S(C)(=O)=O)cc1Cl | 1% | 0.1% | 25% | -7% | 16%
Cc1ccc(C(CNS(=O)(=O)c2ccc(F)cc2)N2CCN(C)CC2)cc1 (centres undefined) | -12% | 0.8% | -3% | -8% | 10%
CSc1ccc(CNCCCSc2ncccn2)cc1 | -8% | i | -3% | -8% | 4%
CCCn1c(N)c(N(CCOC)C(=O)c2ccccc2F)c(=O)[nH]c1=O | 0% | 1.3% | -4% | -2% | 1%
Cn1c(C(C#N)C(=O)Cc2cccc3ccccc23)nc2ccccc21 (centres undefined) | 0% | 0.7% | -27% | 3% | -2%
O=C(/C=C/c1ccccc1)NC(=O)c1ccccc1O | 42% | 5.2% | 10% | 9% | 13%
CC(C)N(Cc1ccccc1)C(=O)COC(=O)c1cc[n+]([O-])cc1 | -6% | 0.8% | -10% | 3% | .
O=C(CCC(=O)N1CCN(S(=O)(=O)c2ccc([N+](=O)[O-])cc2)CC1)N1CCOCC1 | 3% | i | 7% | -8% | .
CSc1ccccc1-n1nnnc1SCC(=O)Nc1cc(C)ccc1C | 15% | 2.7% | -12% | 1% | 0%
COc1ccc(CN2C(=O)Cc3c2nc(N)c2c(N)nc(N4CCOCC4)c(C#N)c32)cc1 | 16% | 9.8% | -7% | 0% | 2%
Cc1ccccc1N1CC(C(=O)Nc2nnc(SCc3cccnc3)s2)CC1=O (centres undefined) | 12% | 5.0% | 0% | -8% | -7%
CNC(=O)COC(=O)c1ccc(NS(=O)(=O)c2ccc3c(c2)OCCO3)cc1 | -12% | i | 3% | 10% | 3%
CCOC(=O)c1c(NC(=O)Cn2nnc3ccccc32)sc2c1CCC(C)C2 (centres undefined) | 29% | 4.5% | 7% | 1% | -11%
Cc1ccccc1C(=O)NCC(=O)Nc1ccccc1C(F)(F)F | -9% | 0.6% | -6% | 1% | 18%
Cc1ccc(-n2nnnc2SCC(=O)Nc2ccc3c(c2)COC3=O)cc1C | -17% | i | -4% | -10% | -6%
Cc1nn(Cc2ccc(Cl)cc2)c(C)c1NC(=O)c1noc2c1CCCCC2 | 23% | i | 3% | 5% | -5%
COc1ccc(S[C@@H](CCN2CC[C@H](O)CCC2=O)c2ccccc2)cc1 | 4% | 0.3% | -1% | -11% | .
CCOc1cc(C2C(C#N)=C(N)Oc3cc(N)ccc32)ccc1O (centres undefined) | 11% | 8.8% | -2% | -3% | 7%
Cc1cccc(C)c1NC(=O)c1ccc(OCc2c(C)noc2C)cc1 | 23% | 6.9% | -10% | 4% | .
COCCNC(=O)CSc1nc(-c2ccccc2)c(-c2ccccc2)o1 | 13% | i | 7% | 12% | -8%
CCCCN(C)CCN1C(=O)C2C(C(=O)Nc3ccc(OC)cc3)C3C=CC2(O3)C1C(=O)NC1CCCCC1 (centres undefined) | -7% | 0.3% | 1% | -1% | -6%
N#CC1=C(N)N2C(=C(C#N)C13CCCCC3)SC1CCCCC12O (centres undefined) | 33% | 7.5% | 4% | -2% | 17%
O=C(O)C1CSC2c3ccccc3C(=O)N12 (centres undefined) | 1% | 0.1% | -9% | 1% | -7%
COc1cccc(C(=O)N/N=C/c2ccc(OC)c(COc3ccccc3C(N)=O)c2)c1 | 35% | 8.8% | 15% | 1% | 1%
Cc1ccc(NC(=O)c2ccc(S(=O)(=O)N3CCC(C)CC3)cc2)nc1 | 25% | 9.0% | -3% | 17% | 4%
CNC(=O)C(C)c1ncc(C(F)(F)F)cc1Cl (centres undefined) | -6% | i | 4% | -8% | 2% | inhibitors of VEEV 10K pilot screen=0.3
COc1ccc(N(C(=O)CNC(=O)c2ccco2)C(C(=O)NC2CCCCC2)c2ccco2)cc1 (centres undefined) | -2% | 0.6% | 8% | -9% | -4%&12%
Cn1c(=O)n(C)c2cc(/C=C3/NC(=O)N(Cc4ccccc4)C3=O)ccc21 | 8% | 1.9% | 2% | 8% | -2%
Fc1cccc(NC(=S)NNc2c3ccccc3nc3ccccc23)c1 | . | ? | 10% | . | .
Cc1ccccc1NC(=O)Cc1nc(COC(=O)CCC(=O)c2ccccc2)cs1 | 41% | 1.3% | -1% | -4% | .
COC(=O)c1ccc(/C=N\N2CCN(Cc3ccc(C)cc3)CC2)cc1 | 44% | i | -16% | 62% | 1%
O=C(COc1ccc(C(=O)c2ccc(F)cc2)cc1)NCc1ccc(F)cc1 | 61% | 5.7% | 4% | 5% | -5%
COc1ccc(CCNC(=O)CCN2C(=O)COc3ccccc32)cc1OC | -10% | i | -5% | -4% | -4%
O=C(Nc1ccc(CN2CCOCC2)cc1)c1ccc2ccccc2c1 | 13% | 9.4% | 24% | 3% | 7%
O=C(CN1CCN(S(=O)(=O)c2ccc(F)c(Cl)c2)CC1)N1CCc2ccccc21 | 9% | 2.5% | -11% | 1% | .
Cc1nonc1NC(=O)CSc1nc2cc(Cl)ccc2c2c1CCCC2 | 25% | 1.1% | -1% | -2% | -12%
O=C(Nc1ccccc1N1CCOCC1)c1cc(Cl)c2c(c1)OCO2 | 25% | 0.4% | 3% | 3% | .
COc1ccc(Cl)cc1N/C(N)=N/c1nc(C)cc(C)n1 | -6% | 0.3% | -8% | 0% | 5%
COc1cccc(OC)c1C(=O)NNC(=O)c1ccccc1-n1cccc1 | 0% | i | -4% | 8% | -2%
COc1cc(NS(=O)(=O)c2ccc(NC(=S)NC(=O)COc3ccccc3OC)cc2)nc(OC)n1 | 16% | 1.4% | -5% | 4% | -2%
CCOC(=O)[C@H]1[C@H]2COc3ccc(Cl)cc3[C@@H]2N2C(=O)CN(CC3CCCO3)C(=O)[C@@]12C (some centres undefined) | -4% | i | 5% | -8% | . | inhibitors of VEEV 10K pilot screen=1.1
OC(CCN1CCC2(CC1)OCCO2)C(F)(F)F (centres undefined) | 6% | 1.4% | -1% | 9% | 9%
